HTT cytoprotect: cytoprotection in Huntington HTT-Q103 PC12 cell model. PC12 HTT-Q103 induced, cytoprotection, ATP luminescence, 40 h. Potency, µM (titrated, usually from 56.4 µM), without a hit: cytoprotection (ATP increase), hits mostly activators. 230,000 tested, 0.14% active. AID 1471;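 also: % of control where 0% means no effect; nearly all actives have a fitted effect of over 45% in size; toxic huntingtin expression switched on by the ecdysone agonist tebufenozide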
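Compounds added alongside 100 nM tebufenozide, which induces toxic Q103 huntingtin exon 1-GFP in stable PC12 cells; surviving cells quantified by luminescent ATP measurement. Medium: phenol red-free DMEM, 5% equine and 5% calf serum.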
HttQ103 aggreg: mutant huntingtin aggregation inhibition; PC12 HttQ103-GFP aggregates, Acumen cytometry, 40 h; 220,000 tested, 1.1% active; Potency, µM (top dose mostly 46.1 µM), for inactives: top-dose activity change, negative = inhibition, actives largely listed as inhibitors; AID 1688; also: % is scaled to controls: 0 for no effect and ±100 for the full control effect; nearly all actives have a fitted effect of over 60% in size
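Aggregate formation scored by laser-scanning cytometer (488 excitation, 500–530 emission) in lysed PC12 cells expressing Q103-GFP after 100 nM tebufenozide induction; library tested in dose series, with ATPLite reagent added in the multiplex.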
ALDH1A1 block: ALDH1A1 (human) enzyme inhibition. P00352. Purified ALDH1A1, NADH fluorescence, propionaldehyde substrate. Potency, µM (series often up to 75.3 µM), for inactives: top-dose activity, negative = inhibition, hits mostly inhibitors. 220,000 tested, 7.3% active. AID 1030; active = well fitted inhibition curve with a large enough effect, not every such curve was filed as active; inconclusive = small, poorly fitted or top-dose-only effect, or another doubt; inactive = no such curve, though single readings can be large or run the other way;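 also: plate controls were no enzyme wells and a reference inhibitor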
Target sequence (P00352 whole entry, looked up): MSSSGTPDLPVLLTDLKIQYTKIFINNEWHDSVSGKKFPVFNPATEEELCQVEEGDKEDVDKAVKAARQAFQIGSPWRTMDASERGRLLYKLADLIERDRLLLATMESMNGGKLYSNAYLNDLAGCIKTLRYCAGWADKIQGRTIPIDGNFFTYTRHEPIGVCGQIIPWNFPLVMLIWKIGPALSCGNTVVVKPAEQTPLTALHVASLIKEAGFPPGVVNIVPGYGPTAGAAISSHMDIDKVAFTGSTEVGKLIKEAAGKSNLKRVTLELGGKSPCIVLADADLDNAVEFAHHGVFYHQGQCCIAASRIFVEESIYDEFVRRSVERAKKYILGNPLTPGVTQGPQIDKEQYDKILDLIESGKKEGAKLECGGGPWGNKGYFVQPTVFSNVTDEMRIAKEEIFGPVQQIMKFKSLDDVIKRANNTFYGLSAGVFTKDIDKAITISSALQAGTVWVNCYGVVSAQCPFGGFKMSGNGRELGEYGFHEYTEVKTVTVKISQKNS
Tau ThT inhib: inhibitors of human tau fibril formation, thioflavin T binding. P10636. recombinant tau K18 P301L, heparin-induced fibrillization, ThT fluorescence. Potency, µM (titrated, usually from 57.4 µM), inactives show top-dose activity, negative = inhibition, actives largely listed as inhibitors. 270,000 tested, 2.1% active. AID 1460; also: % is scaled to controls: 0 for no effect and ±100 for the full control effect; nearly all actives have a fitted effect of over 55% in size
Target sequence (P10636 561-689 P618L limits assumed): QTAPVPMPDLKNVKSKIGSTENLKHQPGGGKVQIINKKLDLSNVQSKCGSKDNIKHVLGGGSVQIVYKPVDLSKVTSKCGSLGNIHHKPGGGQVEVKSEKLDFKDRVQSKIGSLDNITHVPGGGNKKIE
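Fibril formation assay: tau K18 P301L at 15 uM with trace Alexa 594 label, heparin inducer 20 uM, pH 7 sodium acetate buffer, 37 C for 6 hr; endpoint ThT signal.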
Tau fluor cs: counter-screen for tau fibril formation inhibitors; tau K18 P301L Alexa594 fluorescence, heparin fibrillization; 280,000 tested, 0.93% active; Potency, µM (titrated, usually from 57.7 µM), without a hit: at the highest dose activity change, negative = decrease; also: % is scaled to controls: 0 for no effect and ±100 for the full control effect; nearly all actives have a fitted effect of over 55% in size
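Human tau K18 P301L (15 uM unlabeled, 0.24 uM Alexa 594-labeled) in 100 mM sodium acetate pH 7 with 20 uM heparin, 6 hr at 37 C. ThT 30 uM added, 1 hr ambient; Alexa 594 FP and total fluorescence read at 555/632 nm.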
JMJD2E inh: blocks human JMJD2E demethylase activity. B2RXH2. JMJD2E catalytic domain, FDH-coupled NADH fluorescence (FDH is formaldehyde dehydrogenase). Potency, µM (titrated, usually from 57.1 µM), for the others: at the top dose activity change, negative = inhibition, most hits filed as inhibitors. 230,000 tested, 1.6% active. AID 2147; active = well fitted inhibition curve with a large enough effect, not every such curve was filed as active; inconclusive = small, poorly fitted or top-dose-only effect, or another doubt; inactive = no such curve, though single readings can be large or run the other way;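 also: 0% = wells with enzyme and -100% = buffer wells without enzyme; nearly all actives have a fitted effect of over 50% in size; many of its hits are not listed in these tables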
Target sequence (B2RXH2 1-337 limits assumed): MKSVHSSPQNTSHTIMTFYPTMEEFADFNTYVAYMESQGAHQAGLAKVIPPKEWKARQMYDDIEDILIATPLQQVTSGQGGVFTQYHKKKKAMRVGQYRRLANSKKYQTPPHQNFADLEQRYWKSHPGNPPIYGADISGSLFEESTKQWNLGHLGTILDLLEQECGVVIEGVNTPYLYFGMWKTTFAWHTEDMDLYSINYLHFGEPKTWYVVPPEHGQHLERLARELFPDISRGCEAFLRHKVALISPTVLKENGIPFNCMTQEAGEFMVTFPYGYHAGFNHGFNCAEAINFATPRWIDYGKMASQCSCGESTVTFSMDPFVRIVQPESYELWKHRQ
Tau fibril FP: blocks human tau fibril formation measured by polarization. K18 P301L tau heparin fibrillization, Alexa594 FP, 6 h. Potency, µM (highest dose often 57.7 µM), for inactives: at the top dose activity, negative = inhibition, usual class: inhibitors. 280,000 tested, 0.39% active. P10636. AID 1468; also: % is scaled to controls: 0 for no effect and ±100 for the full control effect; nearly all actives have a fitted effect of over 55% in size
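Quantitative HTS format: compounds meet 15 uM recombinant K18 P301L tau and Alexa 594-tau tracer in 100 mM sodium acetate pH 7; 20 uM heparin triggers fibrillization at 37 C over 6 hr; FP gives the signal.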
SMN2 splice up: enhancers of SMN2 splice variant expression | HEK293 SMN2-luciferase splicing reporter, luminescence, 30-36 h | Potency, µM (top dose mostly 46.1 µM), for inactives: at the top dose activity change, positive = activation, actives largely listed as activators | AID 1458 | 210,000 tested, 2.8% active; also: % of control where 0% means no effect; nearly all actives have a fitted effect of over 55% in size
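qHTS luciferase splicing reporter: luminescence rises when SMN2 exon 7 is included in transfected HEK293 cells. Compound exposure lasted 30-36 h at 37C, with 4.5 mM final sodium butyrate as control, followed by a ONE-Glo read.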
Active calls of the source: *; [ ] = remark or other dose. Unless noted, calls follow the shape of the dose curve; as a rule, active = well fitted curve in the direction sought with a large enough effect; inconclusive = small, poorly fitted or top-dose-only effect, or another doubt; inactive = no such curve, though single readings can be large; an effect the other way counts as inactive or inconclusive. Potency is read from the fitted curve at half-maximal effect.

Results for C/C(=N/NC(=O)CNC(=O)c1ccccn1)c1ccccc1 ?
HTT cytoprotect: -5%[10 µM]; HttQ103 aggreg: 5%; ALDH1A1 block: 14µM*; Tau ThT inhib: -13%; Tau fluor cs: -8%; JMJD2E inh: 0%; Tau fibril FP: 2%

Results for O=c1c2sc3ccccc3c2n(Cc2cccc(F)c2)c(=O)n1CCc1ccccc1 ?
Tau ThT inhib: -12%; Tau fluor cs: -25%; Tau fibril FP: inconclusive; SMN2 splice up: 1%

How did Cc1noc(C)c1COC(=O)/C=C/c1ccc(Cl)cc1 do in these assays?
HTT cytoprotect: -21%; HttQ103 aggreg: 13%; ALDH1A1 block: -2%; Tau ThT inhib: -13%; Tau fluor cs: -10%; JMJD2E inh: -3%; Tau fibril FP: 10%; SMN2 splice up: -4%

What do the screens show for `CC(C)Cn1c(SCC(=O)c2c(N)n(C)c(=O)n(C)c2=O)nc2ccccc21`?
HTT cytoprotect: -14%; HttQ103 aggreg: 2%; ALDH1A1 block: 20%; Tau ThT inhib: -9%; Tau fluor cs: -13%; JMJD2E inh: 2%; Tau fibril FP: -9%; SMN2 splice up: -17%

What do the screens show for `C/C(=N\NC(=O)COc1ccc(C(C)(C)C)cc1)c1cc2ccccc2o1`?
HTT cytoprotect: 29%[0.074 µM]; HttQ103 aggreg: -11%; ALDH1A1 block: -9%; Tau ThT inhib: inconclusive; Tau fluor cs: -5%; JMJD2E inh: -6%; Tau fibril FP: 6%; SMN2 splice up: 18µM*

What do the screens show for `CCCCCCn1c(N2CCC(C)CC2)nc2c1c(=O)[nH]c(=O)n2C`?
HTT cytoprotect: -18%[0.074 µM]; HttQ103 aggreg: -18%; ALDH1A1 block: inconclusive; Tau ThT inhib: inconclusive; Tau fluor cs: -7%; JMJD2E inh: -1%; Tau fibril FP: 1%; SMN2 splice up: inconclusive

What do the screens show for `Fc1cccc(CO/N=C/c2c(-c3ccccc3)nc3ccc(Cl)cn23)c1`?
HTT cytoprotect: -7%; HttQ103 aggreg: -8%; ALDH1A1 block: 4%; Tau ThT inhib: -10%; Tau fluor cs: -10%; JMJD2E inh: inconclusive; Tau fibril FP: 1%; SMN2 splice up: -33%[inhibitor]

Results for CCC(C)C(NC(=O)c1ccccc1NC(=O)c1ccco1)C(=O)NNC(=O)c1ccncc1 (stereo not given) ?
HTT cytoprotect: 11%[10 µM]; HttQ103 aggreg: 23%[9.22 µM]; Tau ThT inhib: -14%; Tau fluor cs: -7%; JMJD2E inh: -9%; Tau fibril FP: -6%

What do the screens show for `CCC(O)CC(C(=O)NNc1ccccc1)C(=O)NNc1ccccc1` (stereo not given)?
HttQ103 aggreg: 1%; ALDH1A1 block: inconclusive; Tau ThT inhib: 0%; Tau fluor cs: 4%; JMJD2E inh: 10%; Tau fibril FP: 3%; SMN2 splice up: -30%

Results for COC(=O)NC(c1cccc(F)c1)[C@@]1(C(=O)OC)CCCC1=O (stereo not given in full) ?
HTT cytoprotect: inconclusive; ALDH1A1 block: 3%[13.5 µM]; Tau ThT inhib: -7%[11.5 µM]; Tau fluor cs: 4%[11.6 µM]; Tau fibril FP: -1%[11.6 µM]

Results for O=C(Nc1cc(-c2nc3ccccc3o2)ccc1Cl)c1ccc(Br)o1 ?
Tau ThT inhib: -1%; Tau fluor cs: -6%; Tau fibril FP: -6%; SMN2 splice up: 6%

Results for CCNC(=S)N1CCCC(c2nc3ccc(C)cc3[nH]2)C1 (stereo not given) ?
HTT cytoprotect: -7%[10 µM]; HttQ103 aggreg: -11%[9.22 µM]; ALDH1A1 block: 0%; Tau ThT inhib: 2%; Tau fluor cs: 9%; JMJD2E inh: 6%; Tau fibril FP: -4%

How did COc1ccc(-n2cnc3sc4c(c3c2=O)CCCC4)cc1 do in these assays?
HTT cytoprotect: -74%; HttQ103 aggreg: -22%; ALDH1A1 block: -10%; Tau ThT inhib: -2%; Tau fluor cs: -2%; JMJD2E inh: -6%; Tau fibril FP: 0%; SMN2 splice up: 15%

What do the screens show for `COc1ccc(NC(=O)c2ccco2)cc1NC(=O)c1cc(Cl)ccc1OC`?
Tau ThT inhib: 2%; Tau fluor cs: -24%; Tau fibril FP: inconclusive; SMN2 splice up: -2%

What do the screens show for `Cc1cc(NS(=O)(=O)c2ccc(NC(=O)c3cccc(OC(F)F)c3)cc2)nc(C)n1`?
HTT cytoprotect: 15%; HttQ103 aggreg: 4%; ALDH1A1 block: inconclusive; Tau ThT inhib: 3%; Tau fluor cs: 2%; JMJD2E inh: -1%; Tau fibril FP: 1%; SMN2 splice up: 12%

What do the screens show for `C=C(C)C1CC=C(C)/C(=N/NC(=O)c2cccc([N+](=O)[O-])c2)C1` (stereo not given)?
HTT cytoprotect: 13%[10 µM]; HttQ103 aggreg: 5%; ALDH1A1 block: inconclusive; Tau ThT inhib: -6%; Tau fluor cs: -12%; JMJD2E inh: 0%; Tau fibril FP: -5%; SMN2 splice up: -34%[inhibitor]

What do the screens show for `Cc1cc(C)nc(N/N=C/c2cccc3ccccc23)n1`?
HTT cytoprotect: -6%[10 µM]; HttQ103 aggreg: inconclusive; ALDH1A1 block: 6%; Tau ThT inhib: inconclusive; Tau fluor cs: -13%; JMJD2E inh: -8%; Tau fibril FP: 6%; SMN2 splice up: 26%

Results for Cc1oc2ccc(O)c(CN3CCN(C)CC3)c2c1C(=O)Nc1cccc(Cl)c1C ?
Tau ThT inhib: -12%; Tau fluor cs: -14%; Tau fibril FP: 11%; SMN2 splice up: 3%

How did COc1ccc(-c2nn(-c3ccccc3)cc2/C=C\C(=O)Nc2ccc(C(=O)O)cc2)cc1 do in these assays?
ALDH1A1 block: -6%; Tau ThT inhib: inconclusive; Tau fluor cs: inconclusive; JMJD2E inh: inconclusive; Tau fibril FP: -14%; SMN2 splice up: -2%

How did C=CCn1c(-c2ccccc2OCC)n[nH]c1=S do in these assays?
HTT cytoprotect: -25%; HttQ103 aggreg: 18%; ALDH1A1 block: -15%; Tau ThT inhib: -3%; Tau fluor cs: 1%; JMJD2E inh: -17%; Tau fibril FP: -3%; SMN2 splice up: -17%

Looked up by compound from the list above, 2 records:
Results for CCC(C)C(NC(=O)c1ccccc1NC(=O)c1ccco1)C(=O)NNC(=O)c1ccncc1 (stereo not given) ?
HTT cytoprotect: 11%[10 µM]; HttQ103 aggreg: 23%[9.22 µM]; Tau ThT inhib: -14%; Tau fluor cs: -7%; JMJD2E inh: -9%; Tau fibril FP: -6%

What do the screens show for `C=C(C)C1CC=C(C)/C(=N/NC(=O)c2cccc([N+](=O)[O-])c2)C1` (stereo not given)?
HTT cytoprotect: 13%[10 µM]; HttQ103 aggreg: 5%; ALDH1A1 block: inconclusive; Tau ThT inhib: -6%; Tau fluor cs: -12%; JMJD2E inh: 0%; Tau fibril FP: -5%; SMN2 splice up: -34%[inhibitor]

The main list resumes, repeating the two entries before the break.
How did COc1ccc(-c2nn(-c3ccccc3)cc2/C=C\C(=O)Nc2ccc(C(=O)O)cc2)cc1 do in these assays?
ALDH1A1 block: -6%; Tau ThT inhib: inconclusive; Tau fluor cs: inconclusive; JMJD2E inh: inconclusive; Tau fibril FP: -14%; SMN2 splice up: -2%

How did C=CCn1c(-c2ccccc2OCC)n[nH]c1=S do in these assays?
HTT cytoprotect: -25%; HttQ103 aggreg: 18%; ALDH1A1 block: -15%; Tau ThT inhib: -3%; Tau fluor cs: 1%; JMJD2E inh: -17%; Tau fibril FP: -3%; SMN2 splice up: -17%

What do the screens show for `CN(C)C(=O)N1CCCC(C(=O)NCc2cccs2)C1` (stereo not given)?
HTT cytoprotect: -11%[10 µM]; HttQ103 aggreg: 6%; ALDH1A1 block: -1%; Tau ThT inhib: -1%; Tau fluor cs: 4%; JMJD2E inh: -8%; Tau fibril FP: -3%; SMN2 splice up: 8%

Results for O=C(COc1ncnc2ccccc12)NC(=O)NCc1ccccc1 ?
HTT cytoprotect: -2%; HttQ103 aggreg: 1%; ALDH1A1 block: 1%; Tau ThT inhib: -7%; Tau fluor cs: -1%; JMJD2E inh: 7%; Tau fibril FP: 1%; SMN2 splice up: -9%

How did CC1=CC(C)(C)Nc2cc(C)c(C)cc21 do in these assays?
HTT cytoprotect: 1%; HttQ103 aggreg: -15%; ALDH1A1 block: inconclusive; Tau ThT inhib: inconclusive; Tau fluor cs: -22%; JMJD2E inh: 11µM*; Tau fibril FP: -1%; SMN2 splice up: -1%

Results for Cc1ccc(Oc2ccc(Cl)cc2N)cc1 ?
HTT cytoprotect: 18%; HttQ103 aggreg: 0%; ALDH1A1 block: 7%; Tau ThT inhib: -6%; Tau fluor cs: -16%; JMJD2E inh: -12%; Tau fibril FP: 9%; SMN2 splice up: 11%

How did COc1cc(C(=O)NCC(c2ccco2)N(C)C)cc(OC)c1OC (stereo not given) do in these assays?
HTT cytoprotect: -12%[10 µM]; HttQ103 aggreg: 6%; ALDH1A1 block: -4%; Tau ThT inhib: 4%; Tau fluor cs: -2%; JMJD2E inh: -2%; Tau fibril FP: 6%; SMN2 splice up: 13%

What do the screens show for `Cc1ccc(NC(=O)NCCCc2ccccc2)cc1`?
HTT cytoprotect: -16%; HttQ103 aggreg: -2%; ALDH1A1 block: inconclusive; Tau ThT inhib: -1%; Tau fluor cs: -23%; JMJD2E inh: 1%; Tau fibril FP: 1%; SMN2 splice up: 19%

How did CCNC(=O)NNC(=O)C1CC(c2cccs2)=NO1 (stereo not given) do in these assays?
HTT cytoprotect: -31%[1.9 µM]; HttQ103 aggreg: 10%[9.22 µM]; ALDH1A1 block: 7%; Tau ThT inhib: 0%; Tau fluor cs: 2%; JMJD2E inh: -9%; Tau fibril FP: 10%; SMN2 splice up: -8%

What do the screens show for `COc1ccc(C)cc1NC(=O)c1cnc2n(c1=O)CCS2`?
HTT cytoprotect: 15%[10 µM]; HttQ103 aggreg: -1%; ALDH1A1 block: -8%; Tau ThT inhib: -9%; Tau fluor cs: -4%; JMJD2E inh: 114%[activator]; Tau fibril FP: 5%; SMN2 splice up: 20%

Results for CCn1c(C)cc2c(c1=O)C(c1ccccc1)C(C(=O)OC)=C(N)O2 (stereo not given) ?
HTT cytoprotect: -9%; HttQ103 aggreg: 26%; ALDH1A1 block: -6%; Tau ThT inhib: -7%; Tau fluor cs: -11%; JMJD2E inh: 4%; Tau fibril FP: -11%; SMN2 splice up: -4%

This is a subset; count on the stated rates, not on these rows.
